High-throughput results (PubChem BioAssay)
HGIII-sPLA2 inh: human group III sPLA2 inhibitors, primary screen, biochemical, QFRET, BODIPY PC-A2 liposome substrate; Group 3 secretory phospholipase A2 (Homo sapiens), Q9NZ20; QFRET BODIPY PC-A2 liposome hydrolysis, fluorescence; inhibition, % at 12.2 µM; 0.56% of 370,000 active; AID 743126, 2013;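 active = inhibition above mean plus 3 SD of compounds lying within the high and low control bounds, cut at about 19% in these data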;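 note: 0% = median of test compound wells and 100% = no enzyme DMSO wells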
Target sequence (Q9NZ20 whole entry, looked up): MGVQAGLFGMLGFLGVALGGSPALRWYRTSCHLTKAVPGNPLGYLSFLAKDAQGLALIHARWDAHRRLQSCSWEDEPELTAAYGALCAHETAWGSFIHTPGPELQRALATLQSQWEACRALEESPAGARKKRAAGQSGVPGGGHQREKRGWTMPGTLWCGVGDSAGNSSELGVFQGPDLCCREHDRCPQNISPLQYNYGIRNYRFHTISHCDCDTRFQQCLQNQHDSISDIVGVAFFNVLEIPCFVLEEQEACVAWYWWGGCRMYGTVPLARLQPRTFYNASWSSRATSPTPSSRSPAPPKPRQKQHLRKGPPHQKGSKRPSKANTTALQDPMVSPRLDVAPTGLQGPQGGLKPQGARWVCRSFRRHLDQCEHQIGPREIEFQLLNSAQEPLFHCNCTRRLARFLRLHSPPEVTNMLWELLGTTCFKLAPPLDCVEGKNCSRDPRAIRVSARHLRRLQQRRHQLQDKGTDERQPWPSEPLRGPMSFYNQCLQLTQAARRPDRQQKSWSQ
ssDAF-12 act: S. stercoralis DAF-12 nuclear receptor activators, primary screen, cell-based, luminescence, HEK293, GRIP1 co-expression, lit1-tk-luc; activation, % at 6.8 µM; Nuclear hormone receptor DAF-12 (Strongyloides stercoralis); 1% of 370,000 active; HEK293 ssDAF-12/GRIP1 lit1-tk-luc reporter; % of 3 µM dafachronic acid response;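 active = activation above the mean over all tested compounds plus 3 SD, cut at about 0.9% in these data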;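 note: 0% = DMSO-only wells and 100% = 3 µM delta7-dafachronic acid wells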
hcDAF-12 act: H. contortus DAF-12 nuclear receptor activators, primary screen, cell-based, luminescence, HEK293, lit1-tk-luc reporter; HEK293 hcDAF-12 lit1-tk-luc reporter; 0% DMSO, 100% Δ7-dafachronic acid; activation, % at 6.8 µM; 1.4% of 370,000 active; AID 652067, 2013;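 active = activation above the mean of all tested compounds plus 3 SD, cut at about 5.5% in these data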;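 note: 100% = response to 3 µM Δ7-dafachronic acid high control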
hgDAF-12 ag: H. glycines DAF-12 receptor agonists, primary screen, cell-based, luminescence, HEK293, GAL4 fusion, UAS-luciferase; HEK293 GAL4-hgDAF12 UAS-luciferase reporter, agonist luminescence; normalized to butyrate control; Nuclear hormone receptor DAF-12 (Heterodera glycines), GAL4 fusion; activation, % at 6.8 µM; 1.8% of 370,000 active; AID 687014, 2013;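 active = activation above a cutoff set at the mean of all screened compounds plus 3 SD, cut at about 10% in these data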;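 note: 0% = DMSO wells and 100% = sodium butyrate wells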
PLCb3 inh: human PLC-beta3 inhibitors, primary screen, biochemical, fluorescence. 1-phosphatidylinositol 4,5-bisphosphate phosphodiesterase beta-3 (Homo sapiens), Q01970. Purified PLC-beta3, fluorogenic substrate. inhibition, % at 12.2 µM. 0.18% of 370,000 active. AID 720704, 2013; in the data active = inhibition above about 11%;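 note: 0% = median of compound wells on plate and 100% = full blocker control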
GAA850 FXN act: FXN promoter activators, primary screen, cell-based, luciferase luminescence, HEK293 lucGAA850 | 0.56% of 360,000 active | activation, % at 6 µM | HEK293 lucGAA850 FXN promoter luciferase reporter, 24 h; percent of 10 µM SAHA response;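 active = activation above the average of all compounds screened plus 3 SD, cutoff fixed separately per campaign, cut at about 7.5% in these data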;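 note: 0% = DMSO wells and 100% = 10 µM SAHA wells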
DAX1 inh-1: DAX1 (NR0B1) inhibitors, primary screen, cell-based, HEK293, Gal4-DAX1, luciferase luminescence | Nuclear receptor subfamily 0 group B member 1 (Homo sapiens), P51843 | HEK293 Gal4-DAX1 luciferase reporter | inhibition, % at 6.75 µM | 0.99% of 340,000 active | AID 504766, 2011;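 active = inhibition above the mean over all tested compounds plus 3 SD, cut at about 4.2% in these data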;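 note: 0% = DAX1-transfected cells with DMSO and 100% = empty-vector control cells with DMSO; inhibition shows as a rise in luminescence from relieved DAX1 repression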
Target sequence (P51843 207-470 limits assumed): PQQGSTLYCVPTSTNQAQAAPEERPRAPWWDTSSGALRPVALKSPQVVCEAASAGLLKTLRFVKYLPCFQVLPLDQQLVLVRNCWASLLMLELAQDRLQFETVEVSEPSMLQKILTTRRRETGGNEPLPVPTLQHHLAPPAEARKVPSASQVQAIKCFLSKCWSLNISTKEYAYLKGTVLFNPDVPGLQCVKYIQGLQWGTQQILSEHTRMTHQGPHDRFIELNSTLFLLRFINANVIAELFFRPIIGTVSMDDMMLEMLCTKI
DAX1 inh-2: DAX1 (NR0B1) inhibitors on StAR promoter, primary screen, cell-based, luminescence, SF-1 (NR5A1), full-length DAX-1 | HEK293T StAR-luciferase reporter, SF-1/DAX-1 repression relief | 1.1% of 370,000 active | AID 652010, 2013 | inhibition, % at 6.8 µM;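 active = inhibition above the mean over all tested compounds plus 3 SD, cut at about 3.6% in these data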;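 note: 0% = DAX-1 cells with DMSO and 100% = cells lacking DAX-1 with DMSO; higher inhibition means more luminescence from relief of DAX-1 repression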
Rev-erbA mod: modulators of Rev-erb alpha DNA binding, primary screen, biochemical, FITC-DNA, fluorescence polarization, uHTS | Nuclear receptor subfamily 1 group D member 1 (Homo sapiens), P20393 | Rev-erbα–FITC-DNA binding, 90 min | activity, % at 10 µM | 0.79% of 370,000 active | AID 1259318, 2017;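 active = activity above about 14%, limit read from the data; passing the limit was not always enough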;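 note: 0% = DMSO wells with 35 nM protein and 100% = DMSO wells with 750 nM protein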
PG9 Ab binder: binders of HIV-1 gp120 antibody PG9, primary screen, biochemical, TR-FRET | HIV-1 gp120 / PG9 antibody interaction | TR-FRET gp120-PG9 antibody binding | inhibition, % at 6.7 µM | 0.43% of 360,000 active; in the data active = inhibition above about 8.5%
SMARCA2 activ: SMARCA2 (BRM) function activators, primary screen, cell-based, luminescence, high throughput | MG213 cells, MMTV-luciferase reporter, dexamethasone, overnight | activation, % at 9.1 µM | 1% of 370,000 active; in the data active = activation above about 7.8%;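 note: 0% = vehicle wells and 100% = reference activator wells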
An asterisk follows results filed as active; i = inactive; · = not tested or not shown. An unsorted share of the library; 7% or so of the library scored in one or more.

Order of values – HGIII-sPLA2 inh, ssDAF-12 act, hcDAF-12 act, hgDAF-12 ag, PLCb3 inh, GAA850 FXN act, DAX1 inh-1, DAX1 inh-2, Rev-erbA mod, PG9 Ab binder, SMARCA2 activ
> NC(=O)N1CCN(C(=O)c2ccco2)CC1
  9, -1.1, 1.0, -2.2, 2, 2.3, 0.6, -0.4, -3, 0.6, -5
> O=C(NCc1cccc(F)c1)Nc1nnc([C@@H]2C[C@H](O)[C@@H](CO)O2)s1
  -1, -0.9, 0.5, 1.5, 3, -0.1, ·, 3.0, 6, 0.0, -7
> COc1ccc(C(=O)NCCc2nnc3ccc(SCC(=O)N4CCCCC4)nn23)cc1
  5, -0.5, 1.2, -2.1, -4, 0.3, 0.6, 2.1, -2, -0.1, -2
> Cc1ccc(/C=N/NC(=O)c2cccc(NC(=O)c3ccccc3C)c2)o1
  -8, -1.0, -0.5, 0.9, -4, 1.4, -0.1, -0.2, 0, -1.3, 1
> CN(C)c1cccc(/C=C2\CC3(OC(=O)c4ccccc4)CCCN2C3)c1 (stereo not given)
  14, -0.6, -1.3, 22*, -11, ·, ·, 0.5, 5, ·, -3
> CS(=O)(=O)c1cccc(C(=O)OCC(=O)Nc2ccc3c(c2)OCO3)c1
  11, -0.8, 0.1, -1.1, -5, 0.3, -0.1, 0.6, -6, 0.9, -1
> CC(NC(=O)c1ccc(Cl)c(S(=O)(=O)NC2CC2)c1)c1ccco1 (stereo not given)
  3, -1.2, 0.1, -1.6, 4, -0.2, -0.3, 0.8, -2, 0.1, 2
> Cc1ccc(-n2c(SCC(N)=O)nnc2-c2ccccn2)cc1C
  10, -1.2, -1.3, 0.4, 3, -0.8, 0.3, 0.3, 0, -0.2, -2
> Fc1cccc(/C=N/Nc2ccc(Cl)nn2)c1
  3, -0.6, 1.4, 2.8, -3, 3.6, 1.2, 0.6, 3, -1.9, 2
> CCOC(=O)N1CCN(C(=O)N2CCOCC2)CC1
  9, -0.5, 1.1, -0.7, 0, 0.8, -0.5, -0.2, 2, -1.3, -3
> Cc1c(C(C)CCCO)oc(=O)c2c1Oc1c(C)c(C(C)C[C@@H](C)O)oc(=O)c1C2 (stereo not given in full)
  5, -1.4, -1.0, 2.4, -4, -1.4, 0.4, -0.1, -2, 0.8, -1
> COc1ccccc1N1CCN(C(=O)c2cccc(S(=O)(=O)N3CCCCCC3)c2)CC1
  9, -1.6, -0.5, -3.1, -12, 0.8, -0.8, -3.5, 2, -0.5, -4
> COc1ccccc1CN(Cc1nc2ccccc2c(=O)[nH]1)C(=O)Nc1ccccc1C
  5, 0.0, -0.7, 0.2, 0, -4.5, -0.4, 0.4, 0, -0.6, -1
> O=C(Cn1nc(C(=O)O)c2ccccc2c1=O)Nc1cccc(S(=O)(=O)N2CCCCC2)c1
  3, 0.8, 0.2, 4.9, -5, 0.3, -0.1, -0.1, -3, 0.7, -3
> Nc1c(C(=O)CSc2nnnn2-c2ccc(O)cc2)c(=O)[nH]c(=O)n1C1CC1
  0, -0.7, -2.3, 0.1, -1, 0.0, 1.1, -0.5, -1, -0.8, -2
> COc1ccc(OCC2CN(C3CCCC3)S(=O)(=O)CCO2)cc1 (stereo not given)
  5, -1.3, -2.5, -0.6, 1, ·, ·, -1.7, 1, -0.8, -4
> Cc1ccc(C)c(NC(=S)NCCN(C2CCCCC2)C2CCCC2)c1
  13, -2.0, -1.4, -0.5, -5, -3.0, 2.7, -0.1, 0, -0.1, -4
> Cc1ccc(NC(=O)Cc2c[nH]c3ccccc23)cc1S(=O)(=O)N1CCCCCC1
  -40, -1.5, 6.2*, 3.1, 2, 2.3, 0.5, 0.0, -1, -1.7, 4
> O=C(OCCc1cc2ccccc2c(=O)o1)c1ccc2c(c1)OCO2
  -9, 0.1, -1.3, 2.9, -1, 4.8, 1.0, -0.3, -1, 0.1, 2
> CCOC(=O)C1CCN(c2ncnc3c2oc2ccc(Cl)cc23)CC1
  -6, -0.9, 0.4, 1.2, -25, -1.0, 0.9, -0.2, 0, 3.4, 2
> Cc1ccc(S(=O)(=O)N2CCN(C(=O)c3ccc4c(c3)OCO4)CC2)cc1
  -2, -0.9, -0.1, 0.1, -1, 0.0, -0.2, 0.5, 4, 0.3, -2
> Oc1ccc(/C(Cc2ccccn2)=N\Nc2ccccc2)c(O)c1
  -18, -1.2, -0.3, 0.0, -22, 0.6, -0.9, -0.3, -3, -1.1, 1
> CCOC(=O)C1=C(CNCCc2ccc(Cl)cc2)NC(=O)NC1c1ccc2c(c1)OCO2 (stereo not given)
  -9, -1.9, -1.3, -1.0, 2, -1.4, 0.0, -1.0, 0, 1.0, 0
> COC(=O)c1cc(NC(=S)N2CCN(c3ccccn3)CC2)cc(C(=O)OC)c1
  9, -1.0, 0.2, 0.2, -15, -1.2, -1.0, 0.2, 8, -0.7, -5
> Cc1cc(C)cc(C(O)c2ncc(-c3ccccc3Cl)[nH]2)c1 (stereo not given)
  2, -1.5, -1.5, 0.9, 0, 0.5, ·, -0.7, -2, 0.4, -4
> COc1ccc(NC(=S)NC2CCCCC2)cn1
  10, -1.5, -0.2, -0.3, -7, 3.7, -0.2, 0.4, -3, -0.2, -4
> O=C(Nc1ccc(CN2CCS(=O)(=O)CC2)cc1)c1ccccc1
  5, -0.5, -1.0, 0.6, -9, 1.8, 0.3, 0.2, -3, 0.5, -1
> OC1COC(O)C(O)C1O (stereo not given)
  6, -0.8, -0.6, 1.6, 3, 0.3, -0.3, 0.7, 0, -1.7, 1
> Cc1cc(C)nc(/N=C(/NC(=O)Nc2ccc(Cl)c(Cl)c2)Nc2cccc(Cl)c2)n1
  -4, -1.2, -0.4, -0.1, 4, 0.7, -1.0, -0.2, 4, -1.7, 3
> CC(NC(=O)COC(=O)c1ccc2c(=O)n3c(nc2c1)CCCCC3)c1ccc(F)cc1 (stereo not given)
  7, -1.5, -1.1, 2.2, -1, -0.3, 0.5, -1.9, 1, 0.4, 0
> c1ccc(-c2nc(-c3ccncc3)n[nH]2)nc1
  -5, -1.4, 0.9, 3.7, -8, 1.1, 0.3, 0.5, -2, -1.0, 3
> COc1ccc(CC(=O)NC2CCSc3ccccc32)cc1OC (stereo not given)
  -3, -1.1, -2.9, 2.2, -4, -1.9, 0.5, -2.1, -8, 0.0, 0
> Cc1cc(C)[n+](C)n1CC(O)Cn1c2ccccc2c2ccccc21 (stereo not given)
  -1, -1.4, -1.1, 0.6, 3, 1.4, -0.6, -0.5, 2, -1.8, 5
> O=C(CNC(=O)c1ccc(Br)o1)NNC(=O)c1ccccc1
  2, -0.7, -0.1, 2.4, -7, 0.7, -0.1, -0.4, 2, -0.2, -3
> Cc1ccc([N+](=O)[O-])cc1S(=O)(=O)Nc1cccc(S(=O)(=O)NC2=NCCC2)c1
  -13, -1.0, -0.1, 1.5, 7, 1.0, -1.4, 0.1, -1, -2.2, -6
> CC(=O)c1cccc(NC(=S)NCCc2ccc(Cl)cc2)c1
  -5, -1.1, -0.9, 6.3, -8, 2.7, -0.2, -0.6, -2, 0.8, -4
> Cc1ccc(NC(=O)CS(=O)CC(=O)N(c2ccc(C)cc2)C(C)C(=O)NC2CCCCC2)cc1 (stereo not given)
  -17, -0.8, -0.3, -1.6, 2, -0.4, -2.2, -0.9, 4, -1.4, 2
> NS(=O)(=O)c1ccc(CCNC(=O)C(=O)c2cn(CC(=O)N3CCOCC3)c3ccccc23)cc1
  1, -0.9, 1.3, -1.9, -4, 1.1, 0.4, 0.7, 1, -3.5, 1
> N#CCCN(C(=O)COC(=O)CCc1nc2ccccc2c(=O)[nH]1)c1ccc(F)cc1
  -4, -0.6, -0.2, 2.1, 1, -0.7, 1.1, 0.9, -1, 1.7, 0
> OCC[C@@H]1C[C@H](O)[C@@H](O)[C@@]2(OCc3ccc4ccccc4c32)O1
  2, -0.4, -0.6, -0.8, 1, ·, ·, 1.5, 2, -0.5, 1
> CN1C(=O)CC(C(=O)O)SC1=Nc1cc(Cl)c(O)c(Cl)c1 (stereo not given)
  6, -1.0, 0.3, 1.3, 5, 0.3, 0.4, -0.3, -2, -3.9, -2
> Cc1ccc(Cl)cc1N1CCN(C(=O)C2CCN(S(=O)(=O)c3cccnc3)CC2)CC1
  -6, -1.6, -1.9, -0.3, -1, 1.7, 0.4, -0.9, 2, -1.1, -2
> N#Cc1cccc(NC(=O)CC2CCCCC2)c1
  2, -1.1, -0.9, 1.7, 1, 1.6, 1.3, 0.7, -1, 1.1, 0
> O=C(COc1ccc([N+](=O)[O-])cc1Cl)NCCc1ccccc1
  -3, -1.4, -2.8, -1.6, 4, 3.7, -0.7, -0.4, -5, -1.1, -4
> CC1CCCC(NS(=O)(=O)c2cc3c(cc2Cl)NC(=O)CO3)C1C (stereo not given)
  -11, -1.3, 1.2, -0.2, -2, 2.1, 1.8, -0.4, -6, -0.5, -2
> C#CCNC(=O)C[C@@H]1C[C@@]2(C(=O)OC)CCCCC=C2N(Cc2cccc3ccccc23)C1=O
  -15, -0.7, -2.0, -2.5, 1, ·, ·, 1.1, 1, 1.0, -1
> Cc1cccc2cc3c(N)c(C(=O)N4CCCc5ccccc54)sc3nc12
  2, -0.8, -1.6, -3.3, i, -0.7, -1.1, -1.1, -2, -0.6, -4
> CC(=O)c1ccc(OCCCC(=O)Nc2ccc(C)c(S(=O)(=O)N(C)C)c2)cc1
  11, -1.6, -2.1, -3.0, -5, 0.4, -2.5, -0.7, -1, 0.8, -4
> C=C(C)Cn1c(=S)[nH]c2ccccc2c1=O
  5, -1.6, -0.3, -0.4, 1, 0.3, 0.1, -0.2, 5, -2.6, 3
> CC(C)Cn1c(N)c(C(=O)COC(=O)c2cccnc2Cl)c(=O)n(C)c1=O
  3, -1.6, -2.8, -2.5, -1, 2.2, -2.6, -1.2, 4, -0.7, -4
> O=C(COC(=O)c1cc(=O)[nH]c(=O)[nH]1)Nc1cccc(Cl)c1
  -3, -1.5, 3.9, 0.1, -2, 0.5, 0.5, 0.9, 8, -0.1, 1
> CSc1cccc(NC(=S)N(CCC(C)C)C(C)c2ccncc2)c1 (stereo not given)
  8, -0.9, -0.1, 2.6, -6, 1.6, 4.7*, 0.1, -1, 0.4, -2
> O=C(CNS(=O)(=O)c1ccccc1)N/N=C/c1ccccc1[N+](=O)[O-]
  -6, -0.9, -0.1, -3.5, 1, 0.8, -0.1, -0.1, -1, -0.3, -2
